Screening data deposited in PubChem BioAssay by National Center for Advancing Translational Sciences (NCATS).
GPT2 inhibitor – inhibitors of human GPT2 alanine aminotransferase; Recombinant GPT2, coupled pyruvate oxidase/HRP Amplex Red fluorescence; Potency, µM (highest dose often 57.7 µM), for the others: at the highest dose activity change, negative = inhibition, most hits filed as inhibitors; actives 0.25% (n = 100,000); AID 1671188; further: potency means the concentration at half of the fitted maximal effect; nearly all actives have a fitted effect of over 60% in size; many of its hits are not listed in these tables
Target sequence (Q8TD30 whole entry, looked up): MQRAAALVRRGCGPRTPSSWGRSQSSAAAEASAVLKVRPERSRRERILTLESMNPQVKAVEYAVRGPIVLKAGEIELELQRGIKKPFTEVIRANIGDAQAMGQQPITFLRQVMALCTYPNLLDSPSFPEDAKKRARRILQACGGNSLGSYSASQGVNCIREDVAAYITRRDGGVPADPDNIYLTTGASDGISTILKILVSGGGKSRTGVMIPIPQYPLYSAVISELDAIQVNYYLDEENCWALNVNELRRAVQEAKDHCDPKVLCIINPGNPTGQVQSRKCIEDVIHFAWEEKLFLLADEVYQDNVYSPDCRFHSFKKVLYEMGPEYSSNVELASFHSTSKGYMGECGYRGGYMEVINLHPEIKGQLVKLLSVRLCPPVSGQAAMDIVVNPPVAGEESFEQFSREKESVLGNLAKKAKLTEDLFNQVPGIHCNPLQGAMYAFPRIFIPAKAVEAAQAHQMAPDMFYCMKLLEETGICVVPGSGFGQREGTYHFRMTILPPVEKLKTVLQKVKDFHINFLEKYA
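GPT2 10ng/uL, a-KG 250uM, L-Ala 2mM, HEPES pH7.5 + 0.0001% Tween; 30 min RT. Then Amplex mix (PO/HRP/ThPP), 30 min RT dark, fluorescence. AOA 50uM used as positive control.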
HEK293 tox – HEK 293 cell cytotoxicity | actives 6.6% (n = 94,000) | Potency, µM (titrated, usually from 115 µM), for the others: top-dose activity change, negative = cytotoxicity, most hits filed as inhibitors | HEK 293 viability, ATP luminescence (CellTiter-Glo), 48-72 h; further: potency means the concentration at half of the fitted maximal effect; nearly all actives have a fitted effect of over 60% in size
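Read-out: CellTiter-Glo ATP luminescence. Cells: HEK 293, 250 cells/well. Exposure: 48 or 72 hr, 37 degree Celsius.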
3T3 cytotox – NIH 3T3 cell cytotoxicity. Potency, µM (doses to about 96.7 µM), for inactives: at the highest dose activity change, negative = cytotoxicity, hits mostly inhibitors. NIH 3T3 viability, CellTiter-Glo ATP luminescence, 48-72 h. actives 4.3% (n = 94,000). AID 1345082; further: potency means the concentration at half of the fitted maximal effect; nearly all actives have a fitted effect of over 55% in size
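First NIH 3T3 cells are plated at 400 cells/well; next compound is pinned in; then plates incubate 48 or 72 hr at 37 °C; finally CellTiter-Glo is added and luminescence read after 10 min.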
SNCA expr inh – SNCA gene expression inhibition | AID 1671194 | Potency, µM (highest dose often 57.2 µM), inactives show top-dose activity change, negative = inhibition, most hits filed as inhibitors | actives 0.17% (n = 140,000) | HEK-293 SNCA-luciferase knock-in, luminescence, 24 h;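 further: potency means the concentration at half of the fitted maximal effect; plate controls were DMSO cells for no effect and cell-free wells for full effect; nearly all actives have a fitted effect of over 45% in size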
SNCA viab count – counter-screen for SNCA expression inhibitors: cell viability | actives 0.12% (n = 150,000) | HEK-293-SNCA-luc viability, GF-AFC fluorescence, 24 h | Potency, µM (top dose mostly 57.1 µM), inactives show at the top dose activity change, negative = cytotoxicity, hits mostly cytotoxic | AID 1671193;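 further: potency means the concentration at half of the fitted maximal effect; 0% = DMSO-treated cells and -100% = medium-only wells without cells; nearly all actives have a fitted effect of over 30% in size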
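Cytotoxicity counterscreen: after 24 h compound treatment of genome-edited SNCA-luciferase HEK-293 cells, live-cell protease substrate GF-AFC read by fluorescence after 30 min; activity scaled between DMSO (0%) and medium-only (-100%), curves Hill-fitted.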
FLuc inh – Photinus pyralis luciferase inhibition; P08659; purified P. pyralis luciferase, luminescence, biochemical; Potency, µM (series often up to 115 µM), inactives show top-dose activity change, negative = inhibition, hits mostly inhibitors; actives 2.5% (n = 76,000); further: potency means the concentration at half of the fitted maximal effect; nearly all actives have a fitted effect of over 65% in size
Target sequence (P08659 whole entry, looked up): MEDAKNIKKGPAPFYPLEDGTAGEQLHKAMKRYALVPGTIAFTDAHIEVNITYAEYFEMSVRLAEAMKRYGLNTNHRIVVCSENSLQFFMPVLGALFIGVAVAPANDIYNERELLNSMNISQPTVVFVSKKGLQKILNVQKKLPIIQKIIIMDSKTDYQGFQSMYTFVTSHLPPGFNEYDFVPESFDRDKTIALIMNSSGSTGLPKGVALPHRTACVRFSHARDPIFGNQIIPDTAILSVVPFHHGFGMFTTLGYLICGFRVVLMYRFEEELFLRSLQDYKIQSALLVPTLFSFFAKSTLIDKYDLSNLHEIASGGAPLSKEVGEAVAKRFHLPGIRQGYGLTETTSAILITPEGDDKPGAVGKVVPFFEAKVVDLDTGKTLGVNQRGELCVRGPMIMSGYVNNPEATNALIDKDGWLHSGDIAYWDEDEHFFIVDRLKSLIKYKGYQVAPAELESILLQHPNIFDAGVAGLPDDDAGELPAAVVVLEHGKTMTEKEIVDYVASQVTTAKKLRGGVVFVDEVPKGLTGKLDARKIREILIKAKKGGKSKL
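Luminescence read by CCD imaging after purified firefly luciferase (10nM final) was added to substrate buffer holding 10uM D-luciferin and 10uM ATP, pH 7.5, pre-dosed with compound.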
IP6K1 inh – IP6K1 kinase inhibition; activity change, % (series mostly up to about 58 µM); IP6K1 kinase, ADP-Glo luminescence, 2 h; active compounds read low; actives 0.81% (n = 140,000); Q92551; in the data active means activity change below about -25%
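ADP-Glo luminescence measures ADP made by human IP6K1 during a 2 h RT reaction with ATP/IP6 (mix at 1.3 mM/130 uM); top library doses 57.5 and 19.1 uM final.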
* hit, by the source's call; i = inactive; u = inconclusive; x = not tested or not shown; [ ] = another dose, or the depositor's remark. Unless noted, the call rests on the fitted dose curve; in most records, active means well fitted curve in the direction sought with a large enough effect; inconclusive means small, poorly fitted or top-dose-only effect, or another doubt; inactive means no such curve, though single readings can be large; an effect the other way counts as inactive or inconclusive. Unless noted, on the % scale 0 is the no-effect control and ±100 the full control effect.

SMILES | GPT2 inhibitor | HEK293 tox | 3T3 cytotox | SNCA expr inh | SNCA viab count | FLuc inh | IP6K1 inh
Cc1cccc(NC(=O)C2CCN(c3nnc(-n4c(C)ccc4C)s3)CC2)c1C | x | x | x | -4% | -8% | x | 35
Cc1ccc(C)c(C(=O)NCc2nnc3c(-c4nc(C(C)C)no4)cccn23)c1 | i | i | i | 7% | 6% | -5% | 2
COc1cc(OC)c(C2C=C(c3ccc(C)cc3)Nc3c(C(=O)Nc4ccccc4)cnn32)cc1OC (stereo not given) | x | x | x | -13% | -15% | x | 2
CNC(=O)c1cc(C2CC2)nc2onc(C3CCN(C(=O)c4ccccc4C)C3)c12 (stereo not given) | x | -19% | -24% | x | x | x | -8
O=C1CCCc2[nH]c(=O)c(-c3nc(-c4cccc([N+](=O)[O-])c4)cs3)cc21 | x | x | x | 1% | -1% | x | -11
COCCNC(=O)c1ccc2c(c1)N(C)C(CC(=O)Nc1ccccc1)CO2 (stereo not given) | 4% | -5% | 5% | 1% | -1% | -7% | 8
Cc1cc(=O)[nH]c2nnc(SCc3ccccc3F)n12 | x | x | x | 3% | -10% | x | -14
COc1ccccc1CNC(=O)[C@@H](C)C1CC[C@@]2(C)CC[C@H](NC(=O)c3cncnc3)[C@@H](C)[C@@H]2[C@H]1O (stereo not given in full) | -17% | -23% | -15% | -6% | 1% | -2% | 3
CC(=O)NCc1nnc2n1C(C(=O)NC1CCCCCC1)CC2 (stereo not given) | i | -6%[172 µM] | -20%[138 µM] | 55%[activator][87.6 µM] | -5%[12.5 µM] | x | 15
CCOC(=O)COc1ccc([N+](=O)[O-])cc1-c1ccnc2cc(-c3ccc(C)cc3)nn12 | x | x | x | 15% | 3% | x | 2
Cc1cc(C)c2oc(C(=O)NCCc3ccc(S(N)(=O)=O)cc3)cc(=O)c2c1 | x | x | x | u | -3% | x | 2
COc1ccccc1CNC(=O)CN1C(=O)COc2ccc(S(=O)(=O)N3CCCCC3)cc21 | x | x | x | u | u | x | 15
Cc1cc(CN2CCn3c(nnc3-c3ccc(Cl)cc3)C2)no1 | i | i | -5% | 1% | 6% | x | 5
CCCN(C(=O)c1cc2c(=O)[nH]c3ccc(C)cc3c2s1)c1ccc(CC)cc1 | x | x | x | -5% | 1% | x | 6
CC(C)(O)/C=C1/C(=O)C(C)(C)C(=O)C(C)(C)C1(O)O[C@@H]1O[C@H](COC(=O)c2cc(O)c(O)c(O)c2)[C@@H](O)[C@H](O)[C@H]1O (stereo not given in full) | i | x | x | x | -1%[23.9 µM] | x | 9
COCC1CCN(C(=O)C2CCCN(C(=O)c3ccccc3)CCC(=O)NCC2)CC1 (stereo not given) | u | i | -6% | u | u | -8% | 1
O=C1NCc2ccccc2CC12CCCCN2CCCc1ccccc1 (stereo not given) | i | -7% | 0% | 10% | 1% | x | -12
COc1ccc(OC)c(CNC(=O)C2CCN(c3cn[nH]c(=O)c3)C2)c1 (stereo not given) | i | 0% | -5% | u | 2% | 4% | 13
CC1(C(=O)NCc2ccncc2)CCc2cnc(NCc3ccccc3)nc21 (stereo not given) | -4%[88.5 µM] | -28%[172 µM] | 45µM* | -23%[87.6 µM] | -8%[87.6 µM] | 2%[172 µM] | 0
CS(=O)(=O)N1CCc2cc(C(=O)Nc3ccc(C(F)(F)F)cc3)ccc21 | x | x | x | 46%[activator] | -7% | x | 7
O=C(c1nc2sccn2c1-c1ccc(F)cc1)N1CCCCC1 | -2%[88.5 µM] | -4%[172 µM] | -22%[138 µM] | -16%[87.6 µM] | -4%[87.6 µM] | x | 3
CCOC(=O)C1=C(C)N=C2SC=C(CC(=O)NCc3ccco3)N2C1c1ccccc1F (stereo not given) | i | -20% | -5% | 0% | 5% | 2% | 6
COc1cccc(C(=O)c2cn(CC(=O)NCc3ccccc3Cl)c3nc(C)ccc3c2=O)c1 | x | x | x | 2% | -11% | x | 10
COc1ccc(NC(=O)CC2=C3CCCCC3N(Cc3ccccc3)C2=O)cc1F (stereo not given) | i | u | u | -27% | -14% | x | 2
Cc1ccc(CN2CCSc3ccc(C(=O)Nc4ccc(C)cc4)cc32)cc1 | x | x | x | 49%[activator] | 2% | x | -14

Ordered by formula weight (rising): some entries from above
SMILES | GPT2 inhibitor | HEK293 tox | 3T3 cytotox | SNCA expr inh | SNCA viab count | FLuc inh | IP6K1 inh
Cc1cc(=O)[nH]c2nnc(SCc3ccccc3F)n12 | x | x | x | 3% | -10% | x | -14
COc1ccc(OC)c(CNC(=O)C2CCN(c3cn[nH]c(=O)c3)C2)c1 (stereo not given) | i | 0% | -5% | u | 2% | 4% | 13
CNC(=O)c1cc(C2CC2)nc2onc(C3CCN(C(=O)c4ccccc4C)C3)c12 (stereo not given) | x | -19% | -24% | x | x | x | -8
COc1ccc(NC(=O)CC2=C3CCCCC3N(Cc3ccccc3)C2=O)cc1F (stereo not given) | i | u | u | -27% | -14% | x | 2
Cc1cccc(NC(=O)C2CCN(c3nnc(-n4c(C)ccc4C)s3)CC2)c1C | x | x | x | -4% | -8% | x | 35
CCOC(=O)COc1ccc([N+](=O)[O-])cc1-c1ccnc2cc(-c3ccc(C)cc3)nn12 | x | x | x | 15% | 3% | x | 2
COc1cccc(C(=O)c2cn(CC(=O)NCc3ccccc3Cl)c3nc(C)ccc3c2=O)c1 | x | x | x | 2% | -11% | x | 10
CC(C)(O)/C=C1/C(=O)C(C)(C)C(=O)C(C)(C)C1(O)O[C@@H]1O[C@H](COC(=O)c2cc(O)c(O)c(O)c2)[C@@H](O)[C@H](O)[C@H]1O (stereo not given in full) | i | x | x | x | -1%[23.9 µM] | x | 9

Additional records follow.
SMILES | GPT2 inhibitor | HEK293 tox | 3T3 cytotox | SNCA expr inh | SNCA viab count | FLuc inh | IP6K1 inh
CC1CCCCN1CCNC(=O)c1ccc(Cn2c(SCc3ccccc3)nc3cccnc32)cc1 (stereo not given) | x | x | x | -7% | u | x | 1
O=C(NCc1ccccc1)N1CCCCC1c1nc(-c2cnccn2)n[nH]1 (stereo not given) | i | -5% | i | u | 8% | 5% | 9
COc1ccccc1C(=O)NCC1COc2ncncc2C(=O)N1Cc1ccccc1 (stereo not given) | 3%[88.5 µM] | 0%[172 µM] | u | -29%[87.6 µM] | -4%[87.6 µM] | -10%[172 µM] | -2
CCN1CC(C(=O)NCc2nn(C)c3cccc(Cl)c23)CC1=O (stereo not given) | -11% | 1% | -3% | u | 5% | -1% | 8
O=C1N[C@H](CC(=O)N2CCN(Cc3ccccc3Cl)CC2)C(=O)Nc2ccccc21 | 1% | -17% | -13% | -22% | -10% | 0% | 3
O=C(c1ccc2c(c1)N(Cc1cccc(Cl)c1)C(=O)c1ccccc1S2(=O)=O)N1CCCCCC1 | x | x | x | -29% | -21% | x | -3
COc1ccc(C(=O)N2CCCN(C(=O)C3CC3)C(c3ccccc3)CC(=O)NCC2)cn1 (stereo not given) | 2% | i | -8% | -9% | -6% | 3% | -3
O=C1NCc2ccccc2CC12CCN(Cc1ccc(Br)s1)CC2 | i | u | u | -15% | -18% | x | 0
CC1=C[C@@H](CNC(=O)c2cncnc2)[C@H](C(C)C)C[C@H]1CC(=O)NC1CCCC1 | -12%[88.5 µM] | -9%[172 µM] | i | -14%[87.6 µM] | -3%[87.6 µM] | -1%[172 µM] | 7
CSCC(=O)Nc1nc2c(s1)C[C@]1(C)CC[C@@H]3[C@H](OC(=O)[C@H]3C)[C@H]1[C@@H]2C | i | 35µM* | 100µM* | -73%[87.6 µM] | -9%[87.6 µM] | 0.89µM* | -15
COCc1nc(N(C)Cc2ccccc2)ncc1C(=O)O | i | -1% | 5% | 11% | 20% | -3% | 12
COc1ccccc1-c1cccc(C(=O)N2CCC[C@H]2C(=O)NCc2cccc(F)c2)c1 | i | u | -18% | 4% | 4%[12.5 µM] | x | -4
C=C(C(=O)O)C1CC(OC(=O)CC(C)CC)C2(C)CCCC(=C)C2C1 (stereo not given) | i | x | x | x | -16% | x | -1
CC(C)c1nc2c(c(-c3ccc(O)cc3)n1)CN(Cc1ccc(F)cc1)CC2 | 3% | 89µM* | u | -11% | -3% | -5% | -7
CC(=O)N1Cc2ccccc2CC2(CCN(CC3CCNC3)CC2)C1 (stereo not given) | -13% | i | i | 16% | 4% | x | -4
Cc1cc(=O)n(Cc2c(F)cccc2Cl)c2c1c(C)nn2-c1cccc(F)c1 | x | x | x | -10% | -10% | x | 4
Cc1ccc(NC(=O)N2CCN(c3nnc(C)c4c(C)n(-c5ccccc5)nc34)CC2)cc1Cl | x | x | x | -31% | 0% | x | -10
O=C(c1ccc(C(F)(F)F)cc1)N1CCC(N2CC3CC(C2)[C@H]2CCCC(=O)N2C3)CC1 (stereo not given in full) | i | u | 0% | 10% | 0% | 9% | 26
CCOc1ccc(CCNC(=O)C(C)n2nc(C)n3c(cc4occc43)c2=O)cc1OCC (stereo not given) | x | x | x | -4% | -16% | x | -22
O=C1CC(c2ccccc2)N(C(=O)CCc2ccccc2)CCCCCCN1 (stereo not given) | i | -22% | u | -2% | -16% | -1% | 29
CCOCc1nc(C2CCCN(C(=O)c3ccco3)C2)no1 (stereo not given) | -1% | -3% | 5% | 1% | 5%[12.5 µM] | -1% | 18
CCn1ncc(C(=O)N[C@@H]2CN(c3ncccn3)C[C@H]2CO)c1C | i | -5% | -1% | 1% | 3% | 0% | 2
CCN(CC)C(=O)Cc1cccn1-c1cccc(Cl)c1 | -5% | u | -10% | 2% | 3% | 3% | -2
Cc1cc(-c2cccc(COc3ccc4c(cnn4CC[S+](C)(=O)[O-])c3)c2)ccn1 | -4%[88.5 µM] | 25µM* | 25µM* | 10%[87.6 µM] | -21%[87.6 µM] | 13µM* | -9
COCc1noc([C@@H]2CN(S(=O)(=O)Cc3ccc(F)cc3)C[C@H]2C(N)=O)n1 | i | -4% | -13% | 12% | -3% | -1% | 28
(list continues)
SMILES | GPT2 inhibitor | HEK293 tox | 3T3 cytotox | SNCA expr inh | SNCA viab count | FLuc inh | IP6K1 inh
CCc1ccc2[nH]cc(S(=O)(=O)c3ccc(C(C)C)cc3)c(=O)c2c1 | x | x | x | 4% | 0% | x | -4
Cc1cc2c(cc3c(SCc4cccc(Cl)c4)nnc(C)n32)o1 | x | x | x | 93%[activator] | 1% | x | -3
CNC(=O)c1ccc2nc(Cc3ccccc3)oc2c1 | x | x | x | 89%[activator] | -16% | x | -22
O=C(Nc1ccc(Oc2ccccc2)cc1)C1CCN(S(=O)(=O)c2ccc(Cl)cc2)CC1 | x | x | x | -9% | 8% | x | -7
COc1ccc(CNC(=O)c2ccc(Cn3ccn4nc5c(c4c3=O)CCCC5)cc2)cc1 | i | 20µM* | u | u | u | -2% | 39
O=C(O)c1ccc(CC2CCN(Cc3ccncc3)C2)cc1 (stereo not given) | i | i | -6% | 5% | 7% | 0% | 9
O=c1n(CC2CC2)nc2n1CCN(S(=O)(=O)Cc1ccccc1)CC2 | i | -18% | -21% | -9% | 0% | x | 7

Some of the compounds tested. The share of hits here may be higher or lower than overall.
